HT1080 IDH1KD tx: qHTS for induction of synthetic lethality in tumor cells producing 2HG: qHTS for the HT-1080-IDH1KD cell line. HT-1080 IDH1 knockdown viability, ATP luminescence, 48 h. 360,000 tested, 2% active. Potency, µM (series often up to 46.1 µM), for the others: at the top dose activity, negative = toxicity, most hits filed as cytotoxic;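 note: potency is the fitted concentration of half-maximal effect; 0% = DMSO wells and -100% = cell-free medium wells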
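Cytotoxicity counter-line: IDH1KD HT-1080, 48 h, CellTiter-Glo. Curves classed by r2, magnitude and activity.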
HT1080NT lethal: qHTS for induction of synthetic lethality in tumor cells producing 2HG: qHTS for the HT-1080-NT fibrosarcoma cell line; HT-1080-NT fibrosarcoma viability, CellTiter-Glo ATP luminescence, 48 h; Potency, µM (titrated, usually from 46.1 µM), inactives show top-dose activity, negative = less viability, usual class: cytotoxic; 360,000 tested, 1.6% active; AID 686970, 2013;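 note: NT is the 2HG producing partner of a matched IDH1 knockdown line; potency is the fitted concentration of half-maximal effect; 0% = DMSO-treated cells and -100% = media-only wells without cells; nearly all actives have a fitted effect of over 55% in size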
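Compounds were tested in concentration-response format on HT-1080-NT cells for 48 hours at 37 degrees C. Cell viability came from CellTiter-Glo luminescence; curves were classified by r2, response magnitude and activity.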
S2 tox: Viability Counterscreen for Primary qHTS for Inhibitors of ATXN expression | 400,000 tested, 0.49% active | AID 651635, 2014 | Potency, µM (series often up to 56.7 µM), hits mostly cytotoxic | S2 cells (HEK-293 line with an ATXN2-luciferase reporter) viability, CellTiter-Fluor protease fluorescence, 24 h; note: potency is the fitted concentration of half-maximal effect; nearly all actives have a fitted effect of over 40% in size
KB-V1 MDR tox: qHTS assay for MDR1-selective chemotherapeutics: Primary screen using the drug-selected MDR subline cells KB-V1; Potency, µM (series often up to 46.1 µM), without a hit: at the top dose activity change, negative = cytotoxicity, most hits filed as cytotoxic; KB-V1 MDR cells viability, CellTiter-Glo, 72 h; 400,000 tested, 3.4% active; AID 1347076, 2019; note: potency is the fitted concentration of half-maximal effect; % is set by controls: 0 for no effect and ±100 for the full control effect; nearly all actives have a fitted effect of over 60% in size
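Luminescent ATP read-out (CellTiter-Glo, 10 min) measures survival of drug-selected KB-V1 MDR cells after 72 h, 37 degrees C compound exposure. Medium: phenol-red-free DMEM, 10% FBS. Values from fitted concentration-response curves.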
ATXN2 expr inh: Primary qHTS for Inhibitors of ATXN expression. HEK-293 ATXN2-luciferase reporter, luminescence, 24 h. Potency, µM (doses to about 57 µM), without a hit: at the top dose activity change, negative = inhibition, usual class: inhibitors. 360,000 tested, 0.72% active; note: potency is the fitted concentration of half-maximal effect; % is set by controls: 0 for no effect and ±100 for the full control effect; nearly all actives have a fitted effect of over 55% in size
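qHTS (up to 57 uM final) was run with 24 h compound exposure of reporter cells at 37 °C. Each well was multiplexed: SteadyGlo luminescence measured ATXN2-luciferase expression after a fluorogenic Gly-Phe-AFC viability readout (25 uM final).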
KB-3-1 cytotox: qHTS assay for MDR1-selective chemotherapeutics: Primary screen using the parental adenocarcinoma cell KB-3-1; KB-3-1 viability, CellTiter-Glo ATP luminescence, 72 h; Potency, µM (top dose mostly 46.1 µM), without a hit: at the highest dose activity change, negative = cytotoxic, usual class: cytotoxic; 400,000 tested, 1.4% active; note: potency is the fitted concentration of half-maximal effect; % is set by controls: 0 for no effect and ±100 for the full control effect; nearly all actives have a fitted effect of over 60% in size
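Parental KB-3-1 viability, qHTS format: 72 h compound exposure, 37 °C; CellTiter-Glo; media-only wells and DMSO plates as controls; concentration-effect fits on corrected data.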
SW480 rerep: A quantitative high throughput screen for small molecules that induce DNA re-replication in SW480 colon adenocarcinoma cells; SW480 DNA re-replication, Hoechst DNA content imaging, 48 h; Potency, µM (highest dose often 46.1 µM), inactives show at the highest dose re-replication activation, actives largely listed as activators; 340,000 tested, 1.8% active; note: potency is the fitted concentration of half-maximal effect; % of control where 0% means no effect; nearly all actives have a fitted effect of over 55% in size
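DNA re-replication was detected as more nuclei of elevated Hoechst intensity after 48 hr exposure to compound (23 nL pinned per well of 250 cells).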
MCF10A rerep: A quantitative high throughput screen for small molecules that induce DNA re-replication in MCF 10a normal breast cells | 350,000 tested, 2.9% active | Potency, µM (series often up to 46.1 µM), for the others: at the top dose activity, positive = re-replication, usual class: activators | MCF 10A DNA re-replication, Hoechst nuclear intensity, 48 h; note: potency is the fitted concentration of half-maximal effect; % of control where 0% means no effect; nearly all actives have a fitted effect of over 50% in size
IL-1B inflam inh: qHTS for Inhibitors of Inflammasome Signaling: IL-1-beta AlphaLISA Primary Screen; THP-1 LPS/ATP IL-1B secretion, AlphaLISA, 16 h; hits give low values; activity change, % at 57.5 µM; 360,000 tested, 4.7% active; AID 743279, 2014; in the data active = activity change below about -50%; inconclusive = mostly about -30% to -49%; note: % is set by controls: 0 for no effect and ±100 for the full control effect
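THP-1 cells pretreated 1 hr with compounds (up to 57.5 uM final), then stimulated with LPS (250 ng/mL final) plus ATP (1.25 mM final); secreted IL-1B measured by AlphaLISA after 16 hr, decreased signal indicating inhibition.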
The depositor's hits bear a star; i = inactive; ? = inconclusive; . = no result given; & = joins results of further samples; [ ] = dose if it differs, or a comment. Unless noted, calls come from the whole dose curve; as a rule, active = well fitted curve in the direction sought with a large enough effect; inconclusive = small, poorly fitted or top-dose-only effect, or another doubt; inactive = no such curve, though single readings can be large; an effect the other way counts as inactive or inconclusive. Only part of the results is shown; rates above refer to the full screens.

nr	structure	HT1080 IDH1KD tx	HT1080NT lethal	S2 tox	KB-V1 MDR tox	ATXN2 expr inh	KB-3-1 cytotox	SW480 rerep	MCF10A rerep	IL-1B inflam inh
1	c1ccc2[nH]cnc2c1	-0.1%	-1.1%	i	6.4%	1.4%	0.0%	-83.9%[inhibitor]	-22.1%	-17.2
2	COc1ccc(CCn2c(O)c(/C=N/NC(=O)c3ccncc3)c(=O)[nH]c2=O)cc1OC	10.6%	4.8%	i	15.1%	1.4%	26.0%	?	2.0%	26.1
3	Cc1cc(/C=C2\C(=O)NC(=O)N(c3ccc(Cl)cc3)C2=O)c(C)n1-c1sc2c(c1C#N)CCCC2	?	-13.7%	?	6.6%	.	-8.1%	6.6%	25.3%	-26.3
4	CC[C@@H](CO)NC(=O)[C@@H]1C=C2c3cccc4[nH]cc(c34)C[C@H]2N(C)C1	-0.5%	20.0%	i	-5.8%	-5.7%&-11.1%	0.0%	2.5%	6.9%	0.8
5	CCC(C)n1c(O)c(C=NCCc2ccccc2)c(=O)[nH]c1=S (configuration not stated)	1.0%	-0.6%	i	-14.9%	-18.6%	9.9%	-6.9%	?	-3.4
6	COc1ccc(Cc2c(O)[nH]c(=S)[nH]c2=O)cc1	14.7%	21.2%	i	-13.7%	-27.6%	-4.8%	1.2%	1.2%	-16.7
7	O=C1NC(=O)C(=Cc2cccc(OCCOc3ccccc3)c2)C(=O)N1	10.3%	1.8%	i	-4.8%	-20.4%	2.4%	7.0%	0.3%	-4.8
8	Cc1cc(C(=O)Cn2nnc(-c3ccc(Cl)cc3)n2)c(C)n1-c1ccccc1	-14.4%	-18.1%	i	-3.5%	-19.3%	-5.2%	-1.2%	?	?
9	COc1ccc(OCC(=O)N2CCN(CC3CC4C=CC3C4)CC2)cc1 (configuration not stated)	15.2%	8.3%	i	1.2%	-4.9%	10.6%	-2.0%	14.5%	-9.4
10	C[C@]12CCC3C(CC[C@H]4C[C@@H](O)CC[C@]34C)[C@H]1C=CC2=O (some centres not stated)	?	-17.1%	i	?	-25.9%	?	?	?	-23.9
11	O=c1c2ccc(Cl)cc2[nH]c(=S)n1-c1cccnc1	-1.6%	-10.8%	?	-0.3%	-4.5%	4.1%	-3.2%	-0.4%	-11.5
12	CC12CC(c3ccccc3O1)C(C(=O)OCc1ccccc1)C(=O)N2 (configuration not stated)	-7.3%	-6.9%	i	0.9%	2.4%	0.4%	4.8%	-1.0%	-23.6
13	CCOP(=O)(OCC)C(NC(=O)c1cccc2ccccc12)C(Cl)(Cl)Cl (configuration not stated)	6.6%	4.8%	i	-17.5%	4.7%	5.8%	8.3%	?	i
14	Fc1cccc(F)c1CN1CCN(Cc2c(F)cccc2F)CC1	-5.2%	8.0%	i	3.2%	2.5%	9.7%	-2.2%	-2.0%	15.4
15	c1ccc(CN2CCNCC2)nc1	-18.2%	-4.2%	i	4.0%	1.1%	-6.8%	7.1%	-1.3%	8.7
16	C=CCCC1(CC(C)C)C(=O)NC(=S)NC1=O	6.3%	1.6%	?	-19.3%	5.6%	5.0%	-4.2%	1.8%	8.4
17	COc1ccc(NC(=O)Nc2cccc3c2O[C@H](CN(C)C(=O)NC2CCCCC2)[C@@H](C)CN([C@H](C)CO)C3=O)cc1	0.4%	2.8%	i	-4.2%	9.9%	5.4%	-22.5%	-6.0%	?
18	O=C1NC(=O)N(Cc2ccc(F)cc2)C(=O)/C1=C\c1ccc(N2CCCC2)cc1	-5.8%	-1.3%	i	-5.5%	-19.3%	1.5%	-12.9%	-4.3%	-8.5
19	Cc1oc(-c2ccccc2F)nc1CS(=O)CC(=O)N1CCC2(CC1)OCCO2 (configuration not stated)	-3.0%	-8.4%	.	-11.7%	.	-1.4%	-5.1%	-0.4%	?
20	C=COCCn1c(C)c(C(=O)OCC)c2cc(O)ccc21	3.2%	1.2%	i	0.0%	1.0%	-0.5%	-1.2%	1.1%	0.0
21	O=C(c1ccc(N2CCCCC2)c([N+](=O)[O-])c1)N1CCC2(CC1)OCCO2	6.2%	5.4%	i	?	-19.9%	-24.3%	-2.9%	?	-18.9
22	CCOC(=O)C1(CCc2ccccc2)CCN(Cc2cccc3cnccc23)CC1	?	?	i	?	-31.7%	?	?	?	-111.0*
23	C=CCOC(=O)COc1cc(C)cc2oc(=O)c3c(c12)CCC3	-7.0%	-5.7%	i	0.0%	-7.4%	0.0%	-4.5%	?	-24.4
24	ON1C2CCCCC2N(O)C1c1ccccc1F (configuration not stated)	14.9%	13.1%	i	8.0%	0.3%	2.4%	-7.6%	-5.6%	3.2
25	COc1ccc(C(c2nnnn2C(C)(C)C)N2CCC3(CC2)C(=O)NCN3c2ccccc2)cc1 (configuration not stated)	0.0%	15.4%	?	-5.8%	-14.9%	0.1%	.	.	6.7

Overlap with the part before: two entries; new compounds follow.
nr	structure	HT1080 IDH1KD tx	HT1080NT lethal	S2 tox	KB-V1 MDR tox	ATXN2 expr inh	KB-3-1 cytotox	SW480 rerep	MCF10A rerep	IL-1B inflam inh
24	ON1C2CCCCC2N(O)C1c1ccccc1F (configuration not stated)	14.9%	13.1%	i	8.0%	0.3%	2.4%	-7.6%	-5.6%	3.2
25	COc1ccc(C(c2nnnn2C(C)(C)C)N2CCC3(CC2)C(=O)NCN3c2ccccc2)cc1 (configuration not stated)	0.0%	15.4%	?	-5.8%	-14.9%	0.1%	.	.	6.7
26	CCOc1ccc(NC(=S)NC2CC3CCC(C2)N3Cc2ccco2)cc1 (configuration not stated)	-4.9%	-12.5%	i	-5.4%	-13.4%	-3.9%	-6.2%	-42.3%[inhibitor]	-6.7
27	COC(=O)C1=CO[C@@H](OC2OC(CO)C(O)C(O)C2O)[C@@H]2C(CO)=CC[C@H]12 (some centres not stated)	10.6%	-0.7%	i	?	4.9%	7.7%	2.4%	-11.3%	23.0
28	C=CCn1c(O)c(C=NCCCOc2ccc(CC)cc2)c(=O)[nH]c1=S	?	-17.5%	i	-8.3%	-14.4%	-8.1%	2.8%	14.2%	18.6
29	C1CC2OC2CC1C1CO1 (configuration not stated)	6.9%	23.8%	i	12.7%	-0.7%	0.0%	4.4%	-0.2%	-22.1
30	CN(C)C(Cc1ccccc1)C(=O)c1c[nH]c2ccccc12 (configuration not stated)	-23.9%	-16.3%	i	-12.1%	-0.7%	-10.7%	-2.2%	-4.0%	-29.8
31	COc1cccc(C2SCC(=O)Nc3c2c(C)nn3-c2ccc(C)c(Cl)c2)c1OC (configuration not stated)	.	.	i	-17.6%	103.4%[activator]	-33.2%	.	.	.
32	COC(=O)C1=C(c2cc3ccccc3o2)C[C@@H]2CC[C@H]1N2C(=O)NC1CCCCC1	-17.0%	-3.7%	?	-10.3%	?	3.7%	13.6%[9.22 µM]	11.2%	-9.9
33	Cc1cc(C)c2c(c1)-c1cc(C)nn1C(c1cccnc1)N2 (configuration not stated)	-13.5%	-7.7%	?	2.1%	10.5%	8.3%	-12.7%	2.3%	15.6
34	CC(C(=O)c1ccccc1)N1C(=O)c2ccccc2C1=O (configuration not stated)	3.5%	1.2%	i	17.8%	6.4%	15.4%	-2.4%	0.2%	-16.0
35	Cc1cccc(CCNCc2cc3cc(C)cc(C)c3[nH]c2=O)c1	-14.7%	-3.6%	i	-8.5%	-19.7%	17.5%	-32.1%[inhibitor]	29.1%	0.0
36	CN(C)P(=S)(Nc1ccccc1)C(Cl)(Cl)Cl (configuration not stated)	?	-29.8%	i	3.6%	-19.8%	2.0%	2.8%	8.6%	16.8
37	CN1C[C@H](CO)C[C@@H]2c3cccc4[nH]cc(c34)C[C@H]21	11.9%	-2.5%	i	-1.5%	.	9.5%	-0.4%	13.9%	-0.8
38	O=c1c2ccccc2[se]n1-c1ccccc1	?	23.1µM*	?	?	?	?	18.4µM*	?	-114.3*
39	CCOC(=O)c1c(-n2c(C)cc(/C=C3/C(=O)NC(=O)N(CC)C3=O)c2C)sc2c1CCCC2	6.1%	-1.4%	i	?	-23.9%	-0.3%	3.8%	10.4%	6.0
40	O=C(Nc1cccc2ccccc12)N1CCC2(CC1)OCCO2	2.7%	8.7%	i	12.5%	.	-2.5%	-5.1%	1.8%	4.6
41	O=C(N/N=C/C1C(=O)NC(=S)N(c2ccccc2)C1=O)c1cc(Br)c(O)c(Br)c1 (configuration not stated)	-0.3%	-13.9%	i	-1.9%	-25.8%	-13.8%	19.3%	?	31.3
42	Cc1cc2n(n1)C(c1cc(C(C)(C)C)c(O)cc1O)Nc1ccccc1-2 (configuration not stated)	.	.	?	-0.6%	-15.5%	0.0%	.	.	.
43	CCOc1ccc(N2C(=O)NC(=O)/C(=C\c3ccc(N4CCCCC4)o3)C2=O)cc1	13.4%	12.1%	?	?	-12.9%	?	?	-3.3%	-14.3
44	COC(=O)C1=C(c2ccc(F)cc2F)C[C@@H]2CC[C@H]1N2C(=O)NCC1CC1	10.1%	9.2%	i	1.4%	8.5%	3.0%	-3.6%	-3.0%	8.2
45	O[C@H]1[C@H](O)[C@@H](O)CN2CC[C@H](O)[C@H]12	3.9%	19.2%	i	-4.7%	-2.6%	0.0%	-3.5%	-63.6%[inhibitor]	16.7
46	N#CC(C#N)=Cc1ccc(C=C(C#N)C#N)cc1	23.1µM*	?	?	?	?	?	?	?	-82.8*
47	CCCCOP(=O)(OCCCC)C(Nc1ccc(C(=O)OCC)cc1)c1ccncc1 (configuration not stated)	-10.1%	?	i	-14.0%	-17.1%	-3.6%	13.2%	?	-65.3*
48	CS(=O)(=O)c1ccc(C2=C(CNC(=O)c3nccs3)[C@H]3CC[C@@H](C2)N3Cc2ccccc2)cc1	3.5%	0.1%	?	24.8%	9.6%	17.7%	.	.	-2.3
